Screening data: PubChem BioAssay, several laboratories
JNK3 inh: JNK3 kinase activity inhibitors, primary screen, biochemical, human, purified enzyme | inhibition, % at 8 µM | 60,000 compounds, 0.61% hits | HTS; in the data active = inhibition above about 17%;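 note: 0% = DMSO and 100% = reference inhibitor; many of its hits are not listed in these tables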
Target sequence (P53779 whole entry, looked up): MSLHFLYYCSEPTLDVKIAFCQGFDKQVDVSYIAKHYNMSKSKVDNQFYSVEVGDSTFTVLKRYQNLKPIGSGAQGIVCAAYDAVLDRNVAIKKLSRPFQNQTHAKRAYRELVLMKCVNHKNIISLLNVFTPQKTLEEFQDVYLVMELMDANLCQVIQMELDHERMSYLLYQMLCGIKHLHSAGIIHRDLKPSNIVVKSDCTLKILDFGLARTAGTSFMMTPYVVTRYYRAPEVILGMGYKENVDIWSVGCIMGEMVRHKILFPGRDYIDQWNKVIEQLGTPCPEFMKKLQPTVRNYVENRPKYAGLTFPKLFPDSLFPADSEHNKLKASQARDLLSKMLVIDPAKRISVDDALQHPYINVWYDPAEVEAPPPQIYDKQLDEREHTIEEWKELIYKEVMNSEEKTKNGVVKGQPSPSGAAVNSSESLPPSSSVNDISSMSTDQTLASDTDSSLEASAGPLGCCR
AP ELISA ortho: alternative complement pathway inhibitors, primary screen, biochemical, ELISA, human serum, orthogonally pooled compounds; LPS-coated ELISA, C3 deposition; tested in compound mixtures; 62,000 compounds, 0.08% hits; inhibition, % at 5 µM;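 active = inhibition above 30% in each of the two pooled mixtures holding the compound, so the lower value exceeds 30%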;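 note: 0% = serum in Mg-EGTA without compound and 100% = EDTA serum blank; some compounds past the cut are filed as inactive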
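Assay system: Human serum alternative complement pathway, C3 deposition on LPS-coated wells | Incubation: 1 h serum-compound exposure at 37 °C | Doses: 5 µM per compound in ten-compound mixtures | Read-out: Percent inhibition | Technique: ELISA with HRP anti-human C3 antibody, TMB substrate, absorbance 450 nm | Replication: Two pool placements per compound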
Hsp90 inh: tumor Hsp90 inhibitors, primary screen, cell lysate, fluorescence polarization, NCI-N417 lysate. inhibition, % at 30 µM. Cy3B-geldanamycin FP displacement. AID 429, 2006. Heat shock protein HSP 90-alpha (Homo sapiens), P07900. 64,000 compounds, 0.35% hits;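 active = inhibition above 50%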;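 note: 0% = tracer plus lysate wells and 100% = tracer alone without lysate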
FXIIa inh mix: human factor XIIa inhibitors, primary screen, biochemical, pooled compound mixtures, fluorogenic substrate | Coagulation factor XII (Homo sapiens), P00748 | purified FXIIa | inhibition, % at 5 µM | 62,000 compounds, 0.2% hits;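 note: 0% = enzyme without compound and 100% = no enzyme blank; some results filed as inactive read as strong as hits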
MKP-1 inh: MKP-1 phosphatase inhibitors, primary screen, biochemical, in vitro; Dual specificity protein phosphatase 1 (Homo sapiens), P28562; recombinant MKP-1, OMFP hydrolysis fluorescence; inhibition, %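 (compounds tested at a single concentration somewhere between 10 and 100 µM)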; 65,000 compounds, 0.15% hits; AID 374, 2006;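 active = inhibition above about 50%, limit read from the data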;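 note: 0% = DMSO max control wells and 100% = wells with enzyme stopped by NaOH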
Target sequence (P28562 whole entry, looked up): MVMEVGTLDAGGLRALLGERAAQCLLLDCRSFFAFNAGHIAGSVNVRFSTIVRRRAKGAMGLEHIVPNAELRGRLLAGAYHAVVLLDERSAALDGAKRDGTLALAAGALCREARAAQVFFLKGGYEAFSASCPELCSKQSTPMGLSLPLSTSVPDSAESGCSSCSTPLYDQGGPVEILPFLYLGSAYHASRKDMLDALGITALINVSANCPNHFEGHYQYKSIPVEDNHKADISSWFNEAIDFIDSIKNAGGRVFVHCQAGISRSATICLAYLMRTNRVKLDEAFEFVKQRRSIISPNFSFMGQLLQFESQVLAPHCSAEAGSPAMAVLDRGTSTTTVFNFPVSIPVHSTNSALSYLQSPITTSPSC
FXIa mix inh: FXIa protease inhibitors in compound pools, primary screen, biochemical, 10-compound mixtures; Coagulation factor XI (Homo sapiens), P03951; purified FXIa, fluorogenic substrate, pooled mixtures; inhibition, % at 5 µM; 62,000 compounds, 0.19% hits; AID 680, 2007;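 note: each value is inhibition by a whole ten-compound pool holding the compound; 0% = enzyme with no mixture and 100% = wells lacking enzyme; strong numbers were not always called active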
A340 absorber: compound light absorbance at 340 nm, profiling panel, artefact control, biochemical, MLSMR library, data from PS, PMK, MK assays | compound absorbance at 340 nm, fold over control | fold change at 10 µM | 65,000 tested, under 10 active;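 active = at 10 µM dose, initial 340 nm absorbance at least 2 fold that of control wells; inactive = change under 2 fold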;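 note: initial absorbance extrapolated from kinetic A340 decline of NADH oxidation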
Cdc25B block: inhibitors of Cdc25B phosphatase catalytic domain, primary screen, biochemical, OMFP fluorescence; recombinant Cdc25B, OMFP fluorescence Ex485/Em525; 65,000 compounds, 0.1% hits; M-phase inducer phosphatase 2 (Homo sapiens), P30305; inhibition, %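 (compounds tested at 10 µM final in the well)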; in the data active = inhibition above about 50%
MMP-13 inhibitor: human MMP13 inhibitors, primary screen, biochemical, FRET peptide cleavage; Collagenase 3 (Homo sapiens), P45452; MMP-13 fTHP FRET cleavage, Mca fluorescence; inhibition, % at 4 µM; 65,000 compounds, 0.07% hits; AID 570, 2006;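 active = inhibition above the mean of compound-free control plate wells plus 3 SD, cut at about 14% in these data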;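 note: 0% = DMSO wells and 100% = wells with reference MMP-13 inhibitor after basal subtraction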
* = called active by the depositor; i = inactive; . = no result given; [ ] = dose if it differs, or a comment. Cut-off read from the data, not from the text of the source, unless noted: active = inhibition above about 20% (passing the limit was not always enough); inactive = the rest. Compounds were not picked by outcome. Share with any hit: about 1.5%.

SMILES	JNK3 inh	AP ELISA ortho	Hsp90 inh	FXIIa inh mix	MKP-1 inh	FXIa mix inh	A340 absorber	Cdc25B block	MMP-13 inhibitor
COc1ccc(N2C(=O)CSC2c2ccc3c(c2)OCO3)cc1 (stereo not given)	-9	11	1	7	-26	-9	1	-3	1
COc1cc2[nH]c(=O)n(CCC(=O)N3CCN(c4cc(Cl)ccc4C)CC3)c(=O)c2cc1OC	.	8	.	1	.	1	1.1	.	-2
CC(=O)Nc1nonc1C(=O)N1CCC(C)CC1	1	8	-2	6	4	5	1	-2	-3
Cc1cc(C)nc(NC(=O)Cc2cccs2)n1	-8	10	-8	3	-4	3	1	-5	0
C=CCNc1oc(-c2ccc(OC)cc2)nc1C#N	5	12	-1	2	4	3	1	-3	-251[fluorescence artefact?]
COc1ccc(Cn2c(-c3ccco3)nc3oc4cc(OC)ccc4c(=O)c3c2=O)cc1	2	9	-12	0	18	-8	1	-12	-1
CCOC(=O)Cc1csc(NC(=O)CSc2nnc(C(C)C)n2CC)n1	0	-1	2	9	8	12	0.99	-6	2
CCOC(=O)N1CCN(Cc2c(F)cccc2Cl)CC1	-5	18	2	1	-8	5	1.1	-3	1
CC1=CS/C(=C(/C#N)C(=O)N2CCOCC2)N1c1ccccc1	-3	2	0	-18	8	8	1.2	-1	0
CCOC(=O)Nc1ccc(C)cc1Br	3	3	-2	-1	4	-21	1.1	-10	0
CS(=O)(=O)N1CCN(C(=O)C2c3ccccc3Oc3ccccc32)CC1	7	13	-3	6	6	3	1	-17	1
Cc1ccc(S(=O)(=O)Cn2nnnc2C(c2ccccc2)N2CCN(c3ncccn3)CC2)cc1 (stereo not given)	-4	-5	-1	-2	7	9	1	9	0
CC1=C(C(=O)OC(C)C)C(c2ccccn2)n2ncnc2N1 (stereo not given)	-1	1	-2	5	-5	-1	0.99	1	1
COc1ccc(S(=O)(=O)N(C)CC(=O)N2CCC(C(N)=O)CC2)cc1Cl	1	1	73*	2	-28	-4	1	-4	-4
Cc1sc2nc3n(c(=O)c2c1C)CCCS3	13	0	-8	0	5	5	1.1	-19	0

A different layout for two compounds above.
SMILES,JNK3 inh,AP ELISA ortho,Hsp90 inh,FXIIa inh mix,MKP-1 inh,FXIa mix inh,A340 absorber,Cdc25B block,MMP-13 inhibitor
CCOC(=O)Nc1ccc(C)cc1Br,3,3,-2,-1,4,-21,1.1,-10,0
CS(=O)(=O)N1CCN(C(=O)C2c3ccccc3Oc3ccccc32)CC1,7,13,-3,6,6,3,1,-17,1

An excerpt from above in order of SMILES length, rising:
SMILES	JNK3 inh	AP ELISA ortho	Hsp90 inh	FXIIa inh mix	MKP-1 inh	FXIa mix inh	A340 absorber	Cdc25B block	MMP-13 inhibitor
C=CCNc1oc(-c2ccc(OC)cc2)nc1C#N	5	12	-1	2	4	3	1	-3	-251[fluorescence artefact?]
CC1=CS/C(=C(/C#N)C(=O)N2CCOCC2)N1c1ccccc1	-3	2	0	-18	8	8	1.2	-1	0
COc1ccc(S(=O)(=O)N(C)CC(=O)N2CCC(C(N)=O)CC2)cc1Cl	1	1	73*	2	-28	-4	1	-4	-4
COc1ccc(Cn2c(-c3ccco3)nc3oc4cc(OC)ccc4c(=O)c3c2=O)cc1	2	9	-12	0	18	-8	1	-12	-1
Cc1ccc(S(=O)(=O)Cn2nnnc2C(c2ccccc2)N2CCN(c3ncccn3)CC2)cc1 (stereo not given)	-4	-5	-1	-2	7	9	1	9	0

Next section.
SMILES	JNK3 inh	AP ELISA ortho	Hsp90 inh	FXIIa inh mix	MKP-1 inh	FXIa mix inh	A340 absorber	Cdc25B block	MMP-13 inhibitor
O=C(CCN1CCc2ccccc2C1)Nc1ccc2c(c1)OCO2	.	15	-2	1	5	8	1	-7	.
Cc1ccc(-c2nc3ncccn3c2Nc2ccc3c(c2)OCCO3)o1	.	17	-3	4	14	-1	1.1	9	3
CC1CN(Cc2nc3c(c(=O)n(C)c(=O)n3C)n2CCN2CCOCC2)CC(C)O1 (stereo not given)	0	-1	-2	-16	15	2	1	-3	-3
O=C1c2cccnc2C(=O)N1C1CCCCC1	1	5	0	-16	7	4	1.1	18	-4
Cc1ccc(-c2ccc(CCC(=O)O)n2NC(=O)c2cccs2)cc1	-9	15	-4	17	5	-2	1.1	3	0
Cn1nnnc1SCC(=O)c1cccs1	.	0	.	-22	7	4	1.1	-5	3
CCCCCCNC(=O)CCNC(=O)c1cc(OC)c(OC)c(OC)c1	1	14	0	-18	36	6	1.1	-14	-3
CN1CCCN(CC(O)COCc2cccs2)CC1 (stereo not given)	3	10	-1	4	-10	0	0.97	-10	-2
COCCN1CCn2c(nc3cc(NC(=O)NC4CCCCC4)ccc32)C1	7	28	14	0	5	-1	1	6	-152[fluorescence artefact?]
Cc1ccc(C(C(=O)NC2CCCCC2)N(Cc2cccnc2)C(=O)C2COc3ccccc3O2)o1 (stereo not given)	2	21	-3	3	9	6	0.98	18	7
COC(=O)C1=C(N)Oc2cc(C)[nH]c(=O)c2C1c1cc(OC)c(OC)c(OC)c1 (stereo not given)	-2	11	0	6	2	1	1	7	3
CCN(C1CCS(=O)(=O)C1)S(=O)(=O)c1cccs1 (stereo not given)	-8	7	-9	5	4	2	1	4	-2
CCOC(=O)CN1CC23C=CC(O2)C(C(=O)Nc2ccc(OCC)cc2)C3C1=O (stereo not given)	7	12	-1	10	-8	1	0.98	-6	4
O=C(COc1ccc(Cl)cc1)NCc1nnc(SCC(=O)NCCc2ccccc2)o1	3	7	2	-12	8	11	1	-2	0
C=C(C)C(C)(C#CCN1CCCC1)OC(C)=O (stereo not given)	-3	5	-1	0	1	4	1	-2	1
N#CCSc1nc2ccccc2c(=O)n1CCC(=O)NC1CCCCC1	-2	3	-2	4	8	-1	1	-8	3
CCOc1ccc(NC(=O)Nc2cc(C)ccc2OC)cc1	1	4	5	15	-12	0	1.1	-8	3
COc1ccccc1CNC(=O)c1cc2c(=O)n(C)c3ccccc3c2n1C	2	21	-3	6	9	-1	1.1	-7	-3
CC(C)(C)SCCNC(=O)COc1ccccc1	1	6	-4	3	-16	4	0.99	-6	3
Cc1c(Br)cc(C(=O)N2CCN(CCO)CC2)c(C)c1C	-6	6	-2	5	27	-20	1	-6	-1
N#C/C(=C(/O)CN1CCOCC1)c1nc(-c2ccccc2)cs1	2	4	-7	4	16	-6	1	-5	-1
Cc1cccn2c(=O)c3cc(C(=O)NC4CCCC4)c(=N)n(C4CCCC4)c3nc12	.	2	0	5	7	-13	1	2	i[fluorescence artefact?]
CCOC(=O)COc1ccc2nsnc2c1	-2	-1	-15	2	-9	7	1.1	5	-17
O=C(CN1C(=O)c2ccccc2S1(=O)=O)N1CCN(c2ccc(F)cc2)CC1	2	-5	-1	8	4	-3	1	-6	3
COc1cc(-c2nnc(SCC(=O)c3cc(C)n(CC4CCCO4)c3C)o2)cc(OC)c1OC (stereo not given)	-6	14	-6	3	34	12	1	-6	1
CN(c1cc(=O)n2ccccc2n1)C1CCCCC1	-3	12	0	2	7	19	1	25	0
Cn1c(=O)cc(NCc2ccccc2)[nH]c1=O	2	.	1	.	-29	.	1	5	6
COCCN1Cc2cccc(C(=O)NCc3ccc4c(c3)OCO4)c2C1=O	23*	13	0	2	-6	3	0.97	-1	8
O=C1c2ccccc2C(Nc2ccc(S(=O)(=O)N3CCCCCC3)cc2)N1Cc1ccco1 (stereo not given)	1	15	-1	6	5	9	1	-2	2
Cc1cc(NC(=O)c2ccccc2Oc2ccccc2)no1	3	14	0	8	-8	9	0.99	2	4

As a short view, some entries already given.
SMILES	JNK3 inh	AP ELISA ortho	Hsp90 inh	FXIIa inh mix	MKP-1 inh	FXIa mix inh	A340 absorber	Cdc25B block	MMP-13 inhibitor
CN(c1cc(=O)n2ccccc2n1)C1CCCCC1	-3	12	0	2	7	19	1	25	0
Cn1c(=O)cc(NCc2ccccc2)[nH]c1=O	2	.	1	.	-29	.	1	5	6
COCCN1Cc2cccc(C(=O)NCc3ccc4c(c3)OCO4)c2C1=O	23*	13	0	2	-6	3	0.97	-1	8
O=C1c2ccccc2C(Nc2ccc(S(=O)(=O)N3CCCCCC3)cc2)N1Cc1ccco1 (stereo not given)	1	15	-1	6	5	9	1	-2	2
Cc1cc(NC(=O)c2ccccc2Oc2ccccc2)no1	3	14	0	8	-8	9	0.99	2	4

Next compounds follow:
SMILES	JNK3 inh	AP ELISA ortho	Hsp90 inh	FXIIa inh mix	MKP-1 inh	FXIa mix inh	A340 absorber	Cdc25B block	MMP-13 inhibitor
CNc1oc(C)nc1S(=O)(=O)c1ccc(C)cc1	9	9	-1	5	-11	-1	1	-4	9
Cn1cccc1-c1nc2ccc(NC(=O)c3ccco3)cc2[nH]1	-5	15	-2	-19	2	5	1.1	2	2
CCCn1c(C)nc2c(c1=O)c1nc3ccccc3nc1n2-c1ccc2c(c1)OCCO2	-5	-6	-2	-17	24	42	1.1	4	4
Cc1nc(NCc2ccco2)nc2c1C(=O)CC(C)C2 (stereo not given)	-2	5	-5	8	10	11	1	0	9
O=C(Nc1ccc(Cl)cc1F)C1CCN(S(=O)(=O)c2cccnc2)CC1	.	5	-3	-2	14	13	1	-2	-1
N#CC1=C(SCC(=O)Nc2cccc3cccnc23)NC(=O)C(C#N)C12CCCCC2 (stereo not given)	-2	22	-9	-20	8	8	1.1	-4	-1
CC(=O)Nc1ccc(CN2CCN(c3cccc(C(F)(F)F)c3)CC2)cc1	-2	-8	-1	3	3	2	1.1	-4	3
CCCNC(=O)c1ccc(CNc2c(N3CCC(C(=O)OCC)CC3)c(=O)c2=O)cc1	-2	7	0	6	8	10	1	-5	3
COc1ccc(-c2nnc(COc3ccc4ccccc4c3)o2)cc1OC	.	11	.	9	30	-5	1	-17	.
COc1ccccc1-c1nnc(NC(=O)C(C)SC2=NCCS2)s1 (stereo not given)	4	7	0	8	20	3	1.1	-14	-3
Cc1onc(-c2c(F)cccc2Cl)c1C(=O)NCC1COc2ccccc2O1 (stereo not given)	-6	7	-2	2	2	-1	1	-1	-8
CCCCSc1nc(C)c(C(C)=O)cc1C#N	-2	9	-3	8	4	8	1.1	0	4
Cc1cc(C)nc(N2CCCC(C(=O)NCCC3=CCCCC3)C2)n1 (stereo not given)	-2	0	2	5	1	-3	1	17	-1
O=c1[nH]c2cc3c(cc2cc1CN(CCc1ccccc1)Cc1nnnn1C1CCCC1)OCCO3	0	-2	-1	-17	-3	3	1.1	7	-29
N#CC1=C(N)Oc2cc(O)ccc2C1c1ccncc1 (stereo not given)	6	13	-3	8	18	4	1	1	0
O=C1CCCC2=C1C(c1ccco1)Nc1ccc3ccccc3c12 (stereo not given)	-1	0	-4	1	10	-8	1	12	-69
